Screening data as filed in PubChem BioAssay.
Anesthetic bind – candidate novel general anesthetic via apoferritin binding | apoferritin/1-aminoanthracene competitive binding, fluorescence | P02791 | Potency, µM (highest dose often 77.5 µM), inactives show top-dose activity change, negative = displacement, actives largely listed as inhibitors | AID 485281 | 350,000 compounds, 0.074% hits; note: potency is the fitted concentration of half-maximal effect; % is set by controls: 0 for no effect and ±100 for the full control effect; nearly all actives have a fitted effect of over 20% in size
Target sequence (P02791 2-175 limits assumed): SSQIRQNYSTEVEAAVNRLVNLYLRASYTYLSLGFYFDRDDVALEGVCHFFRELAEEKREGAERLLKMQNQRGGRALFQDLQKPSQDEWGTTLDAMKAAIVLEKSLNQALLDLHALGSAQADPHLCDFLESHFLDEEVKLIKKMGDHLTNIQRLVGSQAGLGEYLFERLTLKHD
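Apoferritin-based anesthetic binding model; compound displacement of fluorescent 1-AMA measured as endpoint fluorescence after 10 minutes at room temperature, scaled to free-ligand and complex controls.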
BLM inh – Bloom syndrome helicase (human) inhibition; recombinant BLM DNA unwinding, fluorescence dequenching; Potency, µM (titrated, usually from 56.1 µM), for inactives: at the highest dose activity change, negative = inhibition, actives largely listed as inhibitors; 350,000 compounds, 0.2% hits;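 note: potency is the fitted concentration of half-maximal effect; plate controls were vehicle for no effect and no enzyme for full effect; nearly all actives have a fitted effect of over 35% in size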
POLB inh – DNA polymerase beta (human) inhibition; P06746; Pol beta primer extension/strand displacement, fluorescence kinetic; Potency, µM (highest dose often 114 µM), for inactives: at the top dose activity change, negative = inhibition, most hits filed as inhibitors; 340,000 compounds, 1.3% hits; note: potency is the fitted concentration of half-maximal effect; % is set by controls: 0 for no effect and ±100 for the full control effect
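Kinetic readout of DNA synthesis with strand displacement by Pol beta. Compound and 10 nM enzyme sit 15 min at room temperature; 50 nM substrate starts the reaction, read immediately and at 10 min.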
POLH inh – inhibitors of human DNA polymerase eta; 390,000 compounds, 1.2% hits; Q9Y253; AID 588591; recombinant Pol eta, fluorescent DNA replication assay; Potency, µM (doses to about 114 µM), inactives show at the top dose activity change, negative = inhibition, actives largely listed as inhibitors; note: potency is the fitted concentration of half-maximal effect; % is set by controls: 0 for no effect and ±100 for the full control effect
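Fluorescent replication assay: 50 nM final substrate added after a 15 min room-temperature compound preincubation with 10 nM enzyme. Signal taken at 0 min and again at 10 min.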
POLK inh – inhibitors of human DNA polymerase kappa; Q9UBT6; purified Pol kappa, fluorescent DNA synthesis assay, 10 min; Potency, µM (titrated, usually from 107 µM), for inactives: at the top dose activity, negative = inhibition, actives largely listed as inhibitors; 400,000 compounds, 0.53% hits; AID 588579; note: potency is the fitted concentration of half-maximal effect; % is set by controls: 0 for no effect and ±100 for the full control effect
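50 nM final substrate added after 15 min RT preincubation of 10 nM Pol kappa with compound; fluorescence read at 0 and 10 min.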
PGK inhibitor – T. brucei PGK inhibition | P07378 | PGK/GAPDH coupled, Kinase-Glo luminescence, 60 min | Potency, µM (titrated, usually from 57.5 µM), for inactives: at the highest dose activity change, negative = inhibition, hits mostly inhibitors | 380,000 compounds, 0.043% hits; note: potency is the fitted concentration of half-maximal effect; % is set by controls: 0 for no effect and ±100 for the full control effect; nearly all actives have a fitted effect of over 60% in size
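Luminescent ATP detection (Kinase-Glo Plus) follows a 60-minute room-temperature incubation, with wells lacking PGK as controls. Buffer: 100 mM TEA (pH 7.6), 5 mM MgCl2, 0.01% Tween-20. Coupling enzyme GAPDH (100 nM final) supplies unstable 1,3-BPG in-well.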
APE1 inh – blocks human APE1 abasic DNA cleavage | 350,000 compounds, 0.35% hits | Potency, µM (highest dose often 65.8 µM), without a hit: at the highest dose activity change, negative = inhibition, usual class: inhibitors | recombinant APE1, TAMRA/BHQ-2 abasic DNA cleavage fluorescence | P27695;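 note: potency is the fitted concentration of half-maximal effect; plate controls were vehicle for no effect and reference inhibitor for full effect; nearly all actives have a fitted effect of over 55% in size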
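Enzyme (0.75 nM final) and test compound are incubated 15 min at room temperature before adding 50 nM quenched THF abasic-site duplex. Cleavage dequenches TAMRA, followed at 525/598 nm over three reads one minute apart.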
RXFP1 antag – blocks the human relaxin receptor RXFP1; 350,000 compounds, 0.59% hits; Q9HBX9; activity change, negative = inhibition, % at 57.5 µM; AID 1259400; HEK293-RXFP1, relaxin-stimulated cAMP HTRF, 30 min; stronger effect = lower value;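 active = activity change of -60% or lower, but not beyond a set lower limit; inconclusive = change between -60% and -40%, or beyond the set limit; inactive = change above -40%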; note: % is set by controls: 0 for no effect and ±100 for the full control effect
POLI inh – inhibitors of human DNA polymerase iota; Pol iota fluorescent replication assay, 10 min; Potency, µM (titrated, usually from 115 µM), for inactives: top-dose activity, negative = inhibition, usual class: inhibitors; 390,000 compounds, 1% hits; note: potency is the fitted concentration of half-maximal effect
Target sequence (Q9UNA4 whole entry, looked up): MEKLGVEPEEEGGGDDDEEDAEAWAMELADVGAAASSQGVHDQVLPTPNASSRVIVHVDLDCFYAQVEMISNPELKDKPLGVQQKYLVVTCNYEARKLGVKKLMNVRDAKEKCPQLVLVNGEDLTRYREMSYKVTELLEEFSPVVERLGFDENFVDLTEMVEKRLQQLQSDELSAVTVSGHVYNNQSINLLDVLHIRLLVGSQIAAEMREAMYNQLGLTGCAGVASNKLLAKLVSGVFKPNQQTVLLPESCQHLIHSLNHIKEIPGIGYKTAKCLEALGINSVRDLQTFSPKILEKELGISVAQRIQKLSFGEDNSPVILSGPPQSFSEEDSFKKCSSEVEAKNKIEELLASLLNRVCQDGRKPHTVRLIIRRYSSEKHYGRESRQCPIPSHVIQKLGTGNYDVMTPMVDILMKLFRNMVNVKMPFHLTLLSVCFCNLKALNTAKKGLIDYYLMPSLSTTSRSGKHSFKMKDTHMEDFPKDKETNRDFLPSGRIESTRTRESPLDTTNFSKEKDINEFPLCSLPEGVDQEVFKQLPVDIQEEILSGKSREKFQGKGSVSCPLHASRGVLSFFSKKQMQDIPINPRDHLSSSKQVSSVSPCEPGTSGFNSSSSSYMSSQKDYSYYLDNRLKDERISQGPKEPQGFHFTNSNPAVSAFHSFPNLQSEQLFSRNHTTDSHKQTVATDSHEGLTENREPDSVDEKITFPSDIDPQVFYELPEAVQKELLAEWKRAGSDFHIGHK
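Pol iota at 10 nM preincubated 15 min with compounds at room temperature; reaction started with fluorescent substrate, 50 nM final. Fluorescence read kinetically at 0 and 10 min; buffer-only wells as negative control.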
Starred values were filed as active, the others as inactive; i = inactive; ? = inconclusive; · = no result given; [ ] = dose if it differs, or a comment. Unless noted, calls come from the whole dose curve; as a rule, active = well fitted curve in the direction sought with a large enough effect; inconclusive = small, poorly fitted or top-dose-only effect, or another doubt; inactive = no such curve, though single readings can be large; an effect the other way counts as inactive or inconclusive.

Anesthetic bind	BLM inh	POLB inh	POLH inh	POLK inh	PGK inhibitor	APE1 inh	RXFP1 antag	POLI inh	molecule
9%	-5%	0%	-18%	-17%	-4%	-1%	-5	12%	Fc1ccccc1N1CCN(c2nc3ccccc3n3nnnc23)CC1
-10%	-2%	19%	-9%	-5%	i	·	·	2%	Cc1oc(-c2ccc(Cl)cc2)nc1CN1CCCC(C(=O)NCc2ccccc2)C1 (stereo not given)
?	-3%	?	28µM*	?	-1%	-7%	-9	3.5µM*	COc1cc(/C=N/NC(=O)c2cc(-c3cccn3C)n[nH]2)cc(OC)c1OC
-4%	16%	1%	4%	-6%	-4%	-1%	-14	14%	O=c1c2[nH]c3ccc(Cl)cc3c2ncn1CCN1CCCCC1
-1%	-2%	2%	-23%	12%	-6%	-5%	-1	12%	Cn1c(SCC(=O)Nc2ccccc2F)nnc1-c1cccnc1
0%	-10%	-17%	-5%	-12%	-2%	·	-2	-19%	CCCCN(CCCNC(=O)c1c(C)oc2nc[nH]c(=O)c12)Cc1ccccc1
0%	-7%	9%	-17%	18%	-9%	19%	-8	51%[activator]	Cn1c(/C(C#N)=C/c2ccc(O)cc2)nc2ccccc21
-23%	-2%	0%	-21%	-10%	4%	-1%	-6	50%[activator]	O=C(NNC(=O)c1cccs1)Nc1cccc(Cl)c1
·	·	·	-9%	-7%	5%	-10%	-11	34%[activator]	CC1(C(=O)Nc2ccc(S(=O)(=O)Nc3ncccn3)cc2)CCCC1
1%	-1%	15%	-13%	4%	i	27%	0	-9%	CC(C)(C)c1nc(Sc2ccc([N+](=O)[O-])cn2)n[nH]1
-11%	1%	-2%	-10%	-6%[60.1 µM]	-2%	·	-2	71%[activator]	CC1CCc2nc3ncn(Cc4cccc(F)c4)c(=O)c3cc2C1 (stereo not given)
·	·	·	-18%	0%	-1%	·	9	-12%[58.9 µM]	Cc1nn(S(=O)(=O)c2ccc([N+](=O)[O-])cc2)c(C)c1Sc1ccccc1
-10%	-10%	-27%	-12%	0%	-3%	-7%	-7	22%	COc1ccc(Nc2nnc(SCC(=O)Nc3ccc4[nH]c(=O)[nH]c4c3)s2)cc1
?	2%	6%	-16%	-8%	-1%	-3%	-9	14%	O=C1NC(Cc2ccccc2)C(=O)N1Cc1cc([N+](=O)[O-])cc2c1OCOC2 (stereo not given)
-5%	2%	35%	-2%	6%	-3%	16%	·	14%	Cc1ccc(NC(=O)CCSc2ccccn2)cc1
-5%	-2%	-2%	0%	-5%	2%	-1%	1	67%[activator]	CC(=O)N1CCN(S(=O)(=O)c2cccc(C(=O)NC3CCC(C)CC3)c2)CC1 (stereo not given)
-8%	-2%	1%	-4%	5%	-7%	90%	-35	28%	Cc1ccc(NC(=O)CSc2nc(O)cc(=O)n2-c2ccc(C)cc2)cc1
47%[activator]	-5%	6%	-10%	-9%[60.1 µM]	9%	·	5	?	Cc1cccc(-n2ncc3c(N4CCN(c5ccccc5)CC4)ncnc32)c1
-8%	-5%	10%	-2%	-12%	3%	1%	6	10%	CC(=O)Nc1cccc(C(=O)OCCCOc2ccc(F)cc2)c1
0%	0%	33%	-1%	3%	i	11%	0	22%	N/C(=N/OC(=O)c1ccc(Cl)cc1)c1ncc([N+](=O)[O-])s1
·	·	·	-8%	-1%	-9%	·	-8	-17%	O=C(O)c1cccc2c1/C(=N/O)c1ccccc1-2
-7%	-1%	0%	-12%	21%	-5%	33%	-5	20%	COc1ccccc1NC(=O)COc1ccc2c(c1)OCO2
-2%	-6%	-15%	-7%	-4%	-10%	-6%	-4	15%	Cc1cccc(C)c1NC(=O)c1ccc(-n2cncn2)nc1
-12%	-1%	-14%	-1%	-3%[60.1 µM]	-7%	2%	3	27%	COc1ccc(C2CC(C(F)(F)F)n3ncc(C(=O)Nc4c(C)n(C)n(-c5ccccc5)c4=O)c3N2)cc1 (stereo not given)
-3%	-6%	?	-1%	-2%	i	·	5	28%	COc1ccccc1-c1nc2c(c(SCC(=O)Nc3c(C)cc(C)cc3C)n1)Cc1c(CO)cnc(C)c1O2
-4%	-2%	-26%	-10%	-24%	-1%	-1%	-30	18%	O=C(NCCO)Nc1ccc(Cl)cc1
1%	0%	4%	-11%	-15%	-3%	1%	2	6%	Cc1ccc(S(=O)(=O)NNC(=O)c2csnn2)cc1
-7%	-5%	1%	-17%	-4%	-2%	·	-16	18%	CCOc1ccc(C(=O)NCC(c2ccc(Cl)cc2)N2CCCCC2)cc1 (stereo not given)
-6%	-1%	10%	-9%	-12%	2%	3%	3	9%	CCn1cc(/C=N\NC(=O)Cc2ccc(Cl)cc2)cn1
·	·	·	1%	-9%	-9%	8%	-3	6%	CCCCn1c(N)c(N(CCOC)C(=O)c2nn(CC)c(=O)c3ccccc23)c(=O)[nH]c1=O

Single records, as listed above. Order of values: Anesthetic bind | BLM inh | POLB inh | POLH inh | POLK inh | PGK inhibitor | APE1 inh | RXFP1 antag | POLI inh
Cc1cccc(C)c1NC(=O)c1ccc(-n2cncn2)nc1 is listed with -2% | -6% | -15% | -7% | -4% | -10% | -6% | -4 | 15%
COc1ccccc1-c1nc2c(c(SCC(=O)Nc3c(C)cc(C)cc3C)n1)Cc1c(CO)cnc(C)c1O2 is listed with -3% | -6% | ? | -1% | -2% | i | · | 5 | 28%
Cn1c(/C(C#N)=C/c2ccc(O)cc2)nc2ccccc21 is listed with 0% | -7% | 9% | -17% | 18% | -9% | 19% | -8 | 51%[activator]
Cc1oc(-c2ccc(Cl)cc2)nc1CN1CCCC(C(=O)NCc2ccccc2)C1 (stereo not given) is listed with -10% | -2% | 19% | -9% | -5% | i | · | · | 2%
O=C1NC(Cc2ccccc2)C(=O)N1Cc1cc([N+](=O)[O-])cc2c1OCOC2 (stereo not given) is listed with ? | 2% | 6% | -16% | -8% | -1% | -3% | -9 | 14%

Next part:
Anesthetic bind	BLM inh	POLB inh	POLH inh	POLK inh	PGK inhibitor	APE1 inh	RXFP1 antag	POLI inh	molecule
0%	-1%	-1%	-19%	-2%[60.1 µM]	-3%	·	-7	12%	O=C(Nc1nnc(SCc2cc(=O)n3cc(Cl)ccc3n2)s1)c1cccc(F)c1
-3%	0%	-1%	-14%	-6%	i	·	-24	42%[activator]	COc1ccccc1-c1nnc(C2CCN(C(=O)c3ccccc3C)CC2)o1
-9%	1%	-14%	0%	-2%	i	4%	-3	52%[activator]	Cc1cccc(NC(=O)CSc2nnc(CNC(=O)c3cccs3)o2)c1C
-3%	-3%	3%	-18%	0%	-1%	-5%	8	-13%	CC(Oc1ccccc1)C(=O)NCc1cccnc1 (stereo not given)
?	-4%	1%	-14%	-17%	-6%	11%	8	20%	Cc1cccc(NS(=O)(=O)c2cccc3nonc23)c1
-1%	0%	-22%	-21%	-2%	4%	21%	-1	73%[activator]	Cc1cc(NS(=O)(=O)c2cc(Cl)sc2Cl)no1
-5%	2%	19%	-18%	5%	6%	18%	1	28%	CC1CN(C(c2ccco2)c2sc3ncnn3c2O)CC(C)O1 (stereo not given)
1%	0%	7%	-21%	2%	i	·	-11	36%[activator]	CCC1CN(C(=O)N2CCC(C(=O)NCc3ccccc3F)CC2)c2ccccc2O1 (stereo not given)
-11%	0%	21%	-12%	6%	-10%	-1%	-5	0%	N#Cc1nc(COc2ccc(F)cc2)oc1N1CCCC1
5%	2%	3%	-14%	-5%	-7%	2%	11	25%	COC(=O)c1cc2oc(C)cc2n1CC(=O)N(C)c1ccccc1
1%	-2%	28%	-17%	1%	0%	64%[activator]	-5	41%[activator]	CCC1Oc2ccccc2N(CC(=O)NC2CCCCC2)C1=O (stereo not given)
?	-2%	6%	-2%	-4%	15%	-4%	0	12%	Cc1ccc(N(C(=O)CCC(=O)Nc2cc(C)on2)C(C(=O)NC2CCCC2)c2ccncc2)cc1 (stereo not given)
?	-5%	11%	-17%	-3%	4%	30%	-2	22%	O=C(/C=C/c1ccc(OCCCF)cc1)N1CCN(Cc2ccccc2)CC1
6%	0%	5%	3%	-2%	-1%	15%	-12	-2%	COc1ccc(-n2c(SCC(N)=O)nnc2-c2cccnc2)cc1
0%	-1%	1%	4%	-5%	8%	3%	-7	19%	CCOC(=O)N1CCC(N2CCN(S(=O)(=O)c3ccc([N+](=O)[O-])cc3)CC2)CC1
·	·	·	-19%	-21%	-1%	15%	·	?	COC(=O)[C@@]12CCCCN1[C@H](c1ccc(-c3ccc(F)cc3)cc1)[C@@H]1C(=O)N(C)C(=O)[C@@H]12
-11%	4%	-7%	-1%	-12%	-1%	1%	-7	71%[activator]	CCCCC(NC(=O)c1cccc(Br)c1)C(=O)O (stereo not given)
-9%	0%	-32%	-8%	-19%	-5%	-1%	7	14%	COc1ccc(C2=C(C#N)C(=O)OC2)cc1
-2%	1%	0%	-22%	-4%[60.1 µM]	-3%	·	-11	12%	COc1ccc(CNC(=O)C2CCN(S(=O)(=O)c3ccc4c(c3)CCCN4C(C)=O)CC2)cc1

Not all compounds are listed; count on the stated rates, not on these rows.
